Assay outcomes: PubChem BioAssay, several laboratories
Fam108B inh: Fam108B inhibition, counter-screen for RBBP9 inhibitors; recombinant Fam108B, FP-Rh probe fluorescence polarization; inhibition, % at 9.51 µM; 0.33% of 300,000 active; AID 1947;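 active means inhibition above the screen mean inhibition plus 3 SD, computed separately per campaign, cut at about 18% in these data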;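 further: inhibitors lower polarization as less probe binds the enzyme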
MCL1-BIM inh: disrupts human MCL1 binding to BIM-BH3 peptide. GST-MCL1 / FITC-Bim-BH3 fluorescence polarization. 0.68% of 320,000 active. inhibition, % at 10.9 µM;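 active means inhibition above the mean inhibition of all tested compounds plus 3 SD, set per campaign, cut at about 40% in these data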;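 further: 0% = DMSO wells and 100% = unlabeled Bim-BH3 peptide control; higher means more loss of mP so more displacement of Bim peptide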
Target sequence (Q07820 whole entry, looked up): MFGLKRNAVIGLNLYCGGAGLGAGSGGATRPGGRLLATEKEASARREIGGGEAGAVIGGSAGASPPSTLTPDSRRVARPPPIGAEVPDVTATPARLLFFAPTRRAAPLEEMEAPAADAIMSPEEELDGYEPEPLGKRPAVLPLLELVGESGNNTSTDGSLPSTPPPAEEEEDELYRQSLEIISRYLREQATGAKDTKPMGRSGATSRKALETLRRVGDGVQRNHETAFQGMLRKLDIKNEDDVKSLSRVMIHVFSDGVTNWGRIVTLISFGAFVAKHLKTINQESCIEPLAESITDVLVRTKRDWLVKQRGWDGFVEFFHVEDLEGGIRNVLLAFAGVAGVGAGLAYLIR
Bcl-xL primary: inhibitors of human Bcl-xL; Q07817; GST-Bcl-xL / FITC-Bim BH3 peptide fluorescence polarization; inhibition, % at 10.9 µM; 0.7% of 320,000 active;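 active means inhibition above the mean of all tested compounds plus 3 SD, cutoff set per campaign, cut at about 30% in these data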;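 further: 0% = DMSO wells and 100% = unlabeled Bim-BH3 peptide competitor; inhibitors lower millipolarization by displacing the labeled peptide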
EBNA-1 inh: blocks EBNA-1 binding to DNA. EBNA-1 DNA binding, fluorescence polarization. inhibition, % at 14.8 µM. 0.34% of 300,000 active; in the data active means inhibition above about 28%
GLD-1 TGE inh: GLD-1-TGE RNA interaction inhibition (C. elegans); purified GLD-1 + fluorescein TGE RNA, fluorescence polarization; inhibition, % at 5.96 µM; 0.44% of 320,000 active; AID 2280;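 active means percent inhibition above a per-plate cutoff, the plate mean of test compounds plus 3 SD, cut at about 30% in these data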;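 further: 0% = DMSO wells with GLD-1 and probe and 100% = wells lacking GLD-1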
Target sequence (Q17339 whole entry, looked up): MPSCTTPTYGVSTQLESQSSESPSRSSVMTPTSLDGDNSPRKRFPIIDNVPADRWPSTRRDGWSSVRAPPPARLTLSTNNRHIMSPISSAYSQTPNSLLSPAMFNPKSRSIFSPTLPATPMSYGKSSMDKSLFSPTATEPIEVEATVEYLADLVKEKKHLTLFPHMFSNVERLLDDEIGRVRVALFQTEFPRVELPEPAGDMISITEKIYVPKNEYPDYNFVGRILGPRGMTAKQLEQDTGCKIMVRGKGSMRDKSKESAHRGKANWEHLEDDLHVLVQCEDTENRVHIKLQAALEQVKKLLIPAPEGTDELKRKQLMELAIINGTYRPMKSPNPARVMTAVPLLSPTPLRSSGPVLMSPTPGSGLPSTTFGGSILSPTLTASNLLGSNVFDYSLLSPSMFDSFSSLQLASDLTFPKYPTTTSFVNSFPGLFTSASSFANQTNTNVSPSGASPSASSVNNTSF
MEX-5 binding: C. elegans MEX-5 TCR-2 RNA binding activity. activity score (negative = inhibition of binding), % at 10 µM. 0.38% of 300,000 active. Q9XUB2. AID 1832. MEX-5/FITC-TCR2 RNA binding, fluorescence polarization; hits give low values;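 active means inhibition past about -25% in most replicates, and total fluorescence under double the plate's negative control median, limit read from the data; inconclusive means replicates evenly split on the limit, or fluorescence at least double controls; inactive means too little inhibition in most replicates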;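 further: 0% = DMSO and -100% = 5 µM competing unlabeled TCR2 RNA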
Efflux pump inh: inhibitors of Candida antifungal efflux pumps expressed in yeast | S. cerevisiae Candida pump triplex, Nile Red efflux | inhibition, % at 10 µM | 0.44% of 330,000 active;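 active means plate passing quality check with inhibition over a set limit, or well fluorescence over plate mean plus 4 SD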;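 further: Nile Red retained in pooled yeast measured as flow cytometry median fluorescence; 0% = buffer negative control and 100% = Enniatin B positive control; higher means more Nile Red kept so more efflux inhibition; some compounds called inactive have numbers as strong as hits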
CR mimetic SO: yeast age-related superoxide inhibition as caloric restriction mimetic. S. cerevisiae aged cells, superoxide DHE fluorescence; hits give low values. superoxide response (% of plate mean), % at 10 µM. 0.18% of 330,000 active;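 active means superoxide response under a set limit, about three screen SD below normal, cut at about 65% in these data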;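 further: yeast aged for seven days with compound at 30 °C before DHE staining; 100% = average MFI of all compound-treated wells on the plate with controls excluded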
ZTA DNA inh: counter-screen for EBNA-1 inhibitors: inhibitors of Epstein-Barr virus ZTA. 0.15% of 320,000 active. ZTA-DNA binding, fluorescence polarization. inhibition, % at 11 µM. P03206. AID 2234; in the data active means inhibition above about 33%
Target sequence (P03206 whole entry, looked up): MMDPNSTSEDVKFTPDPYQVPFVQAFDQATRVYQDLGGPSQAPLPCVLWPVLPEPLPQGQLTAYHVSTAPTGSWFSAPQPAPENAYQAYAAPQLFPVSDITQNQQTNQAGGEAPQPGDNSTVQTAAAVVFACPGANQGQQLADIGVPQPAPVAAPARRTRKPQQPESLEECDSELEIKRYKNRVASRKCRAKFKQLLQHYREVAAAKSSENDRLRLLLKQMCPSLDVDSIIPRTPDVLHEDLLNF
* = called active by the depositor; ? = inconclusive; · = no result given. Rows are unselected (roughly 2.3% active in at least one column).

SMILES	Fam108B inh	MCL1-BIM inh	Bcl-xL primary	EBNA-1 inh	GLD-1 TGE inh	MEX-5 binding	Efflux pump inh	CR mimetic SO	ZTA DNA inh
COc1ccc2c(c1)[nH]c1c(=O)n(Cc3ccccn3)cnc12	3	6	7	10	6	-0.3	-0.1	96	-9
CCC(=O)Oc1ccc(C(=O)Nc2cccc(C(=O)NCC(C)C)c2)cc1	7	-6	2	9	-6	-0.7	0.0	108	3
COc1ccc([N+](=O)[O-])cc1NC(=O)CSc1ccccc1	1	4	2	6	-13	-1.7	-0.1	85	11
O=C(c1ccccc1)N(Cc1cccnc1)C1(C(=O)Nc2ccccc2)CCCCC1	1	9	4	-4	6	-0.5	0.1	91	-3
O=C(Nc1cccc(C(=O)Nc2ccccc2C(=O)O)c1)c1cccc(Cl)c1	-7	0	13	12	3	-2.8	-0.1	114	14
COc1ccc(-c2csc(N3CCN(S(=O)(=O)c4ccc5c(c4)NC(=O)CO5)CC3)n2)cc1	-6	-4	2	-4	-9	0.8	0.0	96	12
CC(C)(C)c1ccc(C(=O)N2CCC(C(=O)NC3CC3)CC2)cc1	-4	1	2	5	9	-0.7	0.0	100	2
FC(F)(F)c1ccccc1NC(=S)N1CCN(c2ccccn2)CC1	-1	9	9	5	0	-0.1	-0.1	114	11
CC(=O)c1c(C)nn(C(=O)c2cccs2)c1C	0	-5	2	-8	0	2.9	-0.3	101	-8
CC(C)c1ccc(/C=N/Nc2cc(N3CCOCC3)nc(N3CCOCC3)n2)cc1	-1	-4	2	-7	2	·	0.2	78	2
Cc1cc(C)n(S(=O)(=O)c2cc(Cl)ccc2Cl)n1	11	0	2	5	-4	0.1	-0.1	93	-4
Cc1ccc(N2C(=O)c3ccc(C(=O)Nc4cccnc4)cc3C2=O)c(C)c1	-2	-1	4	3	-2	-1.4	-0.2	93	-2
C(=N\Nc1nc2ccccc2[nH]1)/c1cccc2nccnc12	1	-4	0	-11	3	-5.0	0.1	104	-9
NC(=O)c1cc([N+](=O)[O-])cc2c1C=Cc1ccccc1O2	-2	-18	-10	4	0	-6.6	-0.2	110	-13
Cc1c(Cl)ccc2c1NC(=O)[C@]21[C@@H]2C(=O)N(Cc3ccccc3)C(=O)[C@@H]2[C@@H]2CCCN21	-2	0	3	16	2	·	0.1	96	-14
CC(C)N(C)NC(=S)Nc1ccccc1	2	14	5	1	6	1.8	0.1	91	-4
C=C(C)C1CC=C(C)/C(=N/NC(=O)COc2cccc(C)c2)C1 (centres undefined)	-1	-4	-1	-1	6	-2.5	0.0	124	-5
O=C(NC1CCCCCC1)C1CCN(C(=O)c2ccc(Br)cc2)CC1	4	3	3	5	6	0.8	0.4	98	20
CC(C)CN(C(=O)COC(=O)CCc1c[nH]c2ccccc12)C1CCS(=O)(=O)C1 (centres undefined)	-2	1	2	0	5	-2.7	0.1	105	-1
COc1cc2c(cc1OC)CN(CC(=O)Nc1ccccc1C#N)CC2	2	-16	-4	9	3	2.6	-0.1	94	4
CC(C)N1CC=C2C(C#N)=C(N)C(C#N)(C#N)C(c3ccccc3)C2C1 (centres undefined)	3	128*	117*	-5	93*	?	0.1	85	-11
COc1cc(C(=O)NCC(c2cccs2)N2CCc3ccccc32)cc(OC)c1OC (centres undefined)	5	1	0	-1	-4	1.6	-0.1	101	15
CCc1c(C)c(C#N)c2nc3ccccc3n2c1Nc1c(C)n(C)n(-c2ccccc2)c1=O	-3	2	4	8	-2	-0.4	0.0	85	2
CCN1CCN(C(=S)NC(=O)/C=C/c2cccs2)CC1	2	1	9	9	0	-0.7	-0.2	104	0
Cc1nn2cc(-c3ccc(Cl)cc3)cnc2c1Br	-1	-2	4	-7	2	1.1	-0.1	94	-20
O=C(NC1CCC(O)CC1)c1cccnc1Sc1ccccc1Cl (centres undefined)	6	7	4	18	7	0.1	-0.1	123	9
COc1ccc(C(C(=O)NC2CCCC2)N(C(=O)c2ccco2)c2ccc(OC)c(OC)c2)cc1 (centres undefined)	3	2	-1	-5	-3	0.4	0.3	92	-1
COC(=O)c1ccc(C23CC4(C2)[C@H](CN(CC2CCCCC2)[C@@H]4c2ccccc2)C3c2ccc(Cl)nc2)cc1 (some centres undefined)	-1	23	4	-8	0	1.1	0.1	106	-28
Cc1ccc2oc(=O)c3cc(C(=O)NCCCN4C(C)CCCC4C)sc3c2c1 (centres undefined)	-1	4	4	-12	0	-0.6	0.1	104	2
COc1ccc(NS(=O)(=O)c2ccc3ccccc3c2)c2ncccc12	-9	1	5	-14	4	-0.3	0.0	127	0

Some of these compounds in order of their number in MCL1-BIM inh, ascending:
Structure	MCL1-BIM inh	Bcl-xL primary	EBNA-1 inh	GLD-1 TGE inh	MEX-5 binding	Efflux pump inh
CC(=O)c1c(C)nn(C(=O)c2cccs2)c1C	-5	2	-8	0	2.9	-0.3
CC(C)c1ccc(/C=N/Nc2cc(N3CCOCC3)nc(N3CCOCC3)n2)cc1	-4	2	-7	2	·	0.2
Cc1c(Cl)ccc2c1NC(=O)[C@]21[C@@H]2C(=O)N(Cc3ccccc3)C(=O)[C@@H]2[C@@H]2CCCN21	0	3	16	2	·	0.1
CC(C)CN(C(=O)COC(=O)CCc1c[nH]c2ccccc12)C1CCS(=O)(=O)C1 (centres undefined)	1	2	0	5	-2.7	0.1

The list goes on:
SMILES	Fam108B inh	MCL1-BIM inh	Bcl-xL primary	EBNA-1 inh	GLD-1 TGE inh	MEX-5 binding	Efflux pump inh	CR mimetic SO	ZTA DNA inh
COc1cc(NC(=S)NN2CCN(C)CC2)cc(OC)c1	2	5	-2	-1	4	0.5	0.1	104	9
CC(OC(=O)C1CCCC1)C(=O)Nc1ccc(S(N)(=O)=O)cc1 (centres undefined)	0	1	-1	-14	4	-0.6	0.0	104	2
CN(Cc1ccccc1)C(=O)CN(c1ccccc1Cl)S(C)(=O)=O	0	-9	-2	-3	0	-0.4	-0.1	92	-35
O=C(NCCO)c1c(O)c2cccc3c2n(c1=O)CC3	2	1	13	8	11	-1.5	0.0	94	-7
Cc1cc(C)c2cc(C(c3nnnn3C3CCCC3)N3CCOCC3)c(=O)[nH]c2c1 (centres undefined)	0	1	3	-2	4	1.3	0.2	104	11
CCOC(=O)CC1C(=O)NCCN1c1nc2ccc(C)cn2c(=O)c1/C=C1\SC(=S)N(C(C)CC)C1=O (centres undefined)	-5	-73	-43	-5	-55	-6.9	0.0	115	-3
O=c1c2ccccc2ncn1Cc1nc2ccccc2s1	4	-5	1	4	6	2.9	-0.1	103	-2
COCCn1cc(C(=O)N2CCCC(C)C2)c2c3ccccc3n(C)c2c1=O (centres undefined)	-1	3	1	1	2	-0.6	0.0	120	9
COc1cc(C(=S)N(C)C)ccc1O	-3	2	5	0	2	·	-0.1	79	-8
O=C(CSc1nc2[nH]ncc2c(=O)n1-c1ccc(Cl)c(Cl)c1)NCc1ccccc1Cl	0	-3	2	4	6	-3.4	0.2	107	6
O=C(NCc1ccccc1)C1CCC(=O)N(CCN2CCOCC2)C1 (centres undefined)	0	3	10	2	3	-0.4	-0.2	94	12
Cc1ccc(CNC(=O)Cc2cn(C)c3ccccc23)cc1	-1	3	6	-17	-2	1.6	0.1	94	0
CCN(CC)C(=O)Cn1cc(S(=O)(=O)CC(=O)NCc2ccc3c(c2)OCO3)c2ccccc21	-1	-4	-1	8	3	0.2	0.1	97	11
O=C(Nc1ccc(C(F)(F)F)cc1)c1cccc(-n2cnnn2)c1	·	-9	-5	·	4	·	0.0	93	-6
CCCCCCCOc1ccc(OC(=O)c2ccncc2)cc1	2	0	-1	-6	1	1.7	0.2	117	1
CC(C)(O)C#CC#CCN1CCOCC1	8	2	1	-13	0	1.2	0.0	101	4
COCCCn1c(SCC(=O)N2CCCC(C)C2)nnc1-c1ccco1 (centres undefined)	4	-3	2	-7	-2	-0.5	0.3	106	-5
O=C(O)c1cc([N+](=O)[O-])ccc1C(=O)Nc1cccc([N+](=O)[O-])c1	1	3	4	3	1	1.2	0.0	102	1
O=C(Cn1nc(Cc2cccnc2)c2ccccc2c1=O)NCCCN1CCCC1=O	-1	4	4	5	3	0.0	0.0	98	16
O=C(c1ccc2c(c1)OCO2)N1CCc2ccccc2C1	-4	2	-1	5	-1	-1.6	0.0	105	-2
CCOC(=O)c1sc(NC(=O)C2CCCCC2)nc1C	-2	-5	0	1	3	3.5	0.1	111	-15
COc1cc(OC)cc(C(=O)Nn2cc(C(=O)Nc3ccccc3F)c3ccccc3c2=O)c1	-4	-7	-4	-2	1	0.1	0.3	102	-1
O=C1CSC(c2cccc([N+](=O)[O-])c2)N1C1CC2CCC1C2 (centres undefined)	-7	2	5	9	0	-3.9	0.3	94	-2
CC(C)Oc1cccc(C(=O)C2CCCN(C(=O)c3cc(C4CC4)[nH]n3)C2)c1 (centres undefined)	-1	-3	-3	7	6	4.1	0.0	128	-5
O=C(c1cc([N+](=O)[O-])ccc1N1CCCCC1)N1CCCC1	2	12	6	7	1	2.8	-0.1	95	13
O=C(O)c1ccc(Cn2cc(Cl)cn2)cc1	3	-2	2	-3	9	1.2	0.0	103	-36
O=C(CN1C(=O)NC2(CCCCCCC2)C1=O)Nc1ccc(Cl)cc1	·	0	2	·	6	·	-0.3	92	-4
COc1ccc2[nH]c(C(=O)N3CCC(Cc4ccccc4)CC3)cc2c1	-2	-14	-5	-6	1	0.6	0.0	104	-1
O=C(Nc1ccccc1C(=O)N1CCCCC1)c1ccco1	3	-2	3	-3	-6	-0.1	0.1	102	5
CCOc1ccc(-c2n[nH]c(C(=O)NN)c2C)cc1	-1	6	4	-11	-5	1.5	-0.1	94	-29
Cc1nc(Nc2ccc(Cl)cc2)c2nnn(Cc3ccccc3)c2n1	-1	-9	0	3	0	0.4	-0.1	110	-2
Cc1nc(N2CCN(Cc3ccccc3)CC2)nc2c1CCC2	-5	12	-1	-8	0	-0.9	0.0	97	-9
Cn1c(/C(C#N)=C(\O)c2ccc([N+](=O)[O-])s2)nc2ccccc21	-9	8	7	-9	4	-2.2	0.1	109	-7
CN(C)CCNC(=O)c1ccc(CS(=O)(=O)c2ccc(Br)cc2)o1	2	6	3	2	-2	1.5	-0.3	102	0
Cn1cc(CN(CCO)Cc2cccs2)c(-c2ccccc2F)n1	3	9	12	2	2	1.0	0.0	95	-13
OCCNCCO	-1	3	1	0	3	-0.6	0.1	96	-3
CCOC(=O)c1nn(-c2ccc3c(c2)CCN3C(C)=O)cc1O	0	5	1	5	3	1.2	0.0	82	3
CC(=O)Nc1cccc(NC(=O)CSc2nnnn2Cc2ccccc2)c1	-2	0	3	-6	4	0.7	-0.1	118	-5
CCCCN(CC(=O)NC1CC1)S(=O)(=O)c1ccc(OCC)cc1	·	8	5	·	-5	·	0.2	88	-2
CCS(=O)(=O)n1nc(-c2ccc(C)cc2)nc1N	0	-4	1	5	2	0.3	-0.1	91	2
COC(=O)c1[nH]c2ccccc2c1NC(=O)C(C)N1CCOCC1 (centres undefined)	0	7	6	-13	2	0.3	-0.1	84	-25
CCNc1nn2ccccc2c1/C=C(\C#N)C(=O)OCC	1	-1	4	9	14	-63*	-0.1	123	-2
CCOc1ccc(-n2nnc3c(=O)n(CC(=O)Nc4cc(C)on4)cnc32)cc1	-4	-1	5	8	5	0.2	-0.1	108	-5
O=C(c1cc(C2CC2)on1)N1CCN(c2ccccc2)CC1	-1	8	7	-21	1	0.2	-0.1	94	-6
CC1CC(C)CN(S(=O)(=O)c2ccc(Cl)cc2)C1 (centres undefined)	4	-1	7	-5	0	0.9	0.0	96	-5
Cn1c(=O)c(=O)n(C)c2cc(S(=O)(=O)N3CCC(N4CCCCC4)CC3)ccc21	2	-4	0	-9	-2	1.0	0.4	103	10
